CHRM5 agonist: agonists of human muscarinic M5 receptor (CHRM5) | P08912 | CHO-K1 hM5 cells, Fluo-8 calcium fluorescence; 0% DMSO wells, 100% maximal acetylcholine response | activation, % at 3 µM | 360,000 tested, 0.19% active | AID 624037;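 active means activation above the run's mean over test compounds plus 3 SD, cut at about 23% in these data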;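 further: signal is peak over basal fluorescence ratio across the kinetic read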
Target sequence (P08912 whole entry, looked up): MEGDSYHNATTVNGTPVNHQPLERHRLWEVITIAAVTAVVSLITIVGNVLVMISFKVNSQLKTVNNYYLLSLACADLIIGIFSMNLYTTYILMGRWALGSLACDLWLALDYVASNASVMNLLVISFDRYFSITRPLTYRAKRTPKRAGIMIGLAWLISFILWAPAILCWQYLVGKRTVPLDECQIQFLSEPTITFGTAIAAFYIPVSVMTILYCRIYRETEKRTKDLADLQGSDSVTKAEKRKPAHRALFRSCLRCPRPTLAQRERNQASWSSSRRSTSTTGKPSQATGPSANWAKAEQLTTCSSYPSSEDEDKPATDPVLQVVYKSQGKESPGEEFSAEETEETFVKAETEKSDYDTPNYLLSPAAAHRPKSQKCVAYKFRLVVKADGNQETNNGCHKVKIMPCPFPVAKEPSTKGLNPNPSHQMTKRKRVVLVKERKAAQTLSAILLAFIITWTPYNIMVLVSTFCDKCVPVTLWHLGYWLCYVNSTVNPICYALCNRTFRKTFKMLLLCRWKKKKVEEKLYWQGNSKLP
M4 PAM: potentiates acetylcholine response at human M4 receptor. 360,000 tested, 0.4% active. CHO-K1 hM4/Gqi5, Fluo-8 calcium fluorescence, ACh EC20; 0% = ACh EC20, 100% = maximal ACh. activation, % at 3 µM;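 active means activation above its plate's cutoff, the mean activation of sample wells plus 3 SD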; further: some results filed as inactive read as strong as hits
Target sequence (P08173 whole entry, looked up): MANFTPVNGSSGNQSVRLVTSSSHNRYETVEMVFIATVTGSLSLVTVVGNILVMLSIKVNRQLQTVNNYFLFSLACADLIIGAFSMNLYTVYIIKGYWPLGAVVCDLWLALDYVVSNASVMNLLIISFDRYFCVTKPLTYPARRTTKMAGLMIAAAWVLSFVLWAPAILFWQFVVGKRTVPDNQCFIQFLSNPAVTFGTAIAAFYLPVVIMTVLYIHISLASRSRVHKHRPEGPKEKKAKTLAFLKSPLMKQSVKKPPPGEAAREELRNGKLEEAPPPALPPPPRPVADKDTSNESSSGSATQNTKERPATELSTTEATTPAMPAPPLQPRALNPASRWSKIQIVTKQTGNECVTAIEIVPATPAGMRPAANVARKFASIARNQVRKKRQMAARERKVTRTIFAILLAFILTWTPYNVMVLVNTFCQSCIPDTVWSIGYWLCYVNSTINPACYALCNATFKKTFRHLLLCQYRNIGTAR
M1 PAM parental: counter-screen for M1 PAMs: effect in parental CHO-K1 cells. AID 602247. ATP EC20, Fluo-8 calcium fluorescence; 0% at ATP EC20, 100% at ATP max. 360,000 tested, 0.02% active. activation, % at 3 µM;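 active means activation above the run cutoff, the mean activation of all test compounds plus 3 SD, cut at about 40% in these data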;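 further: peak over basal fluorescence ratio in a 140 s read after ATP addition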
TAAR1 antag: antagonists of human TAAR1; CHO RD-HGA16 TAAR1, Fluo-8 calcium fluorescence, antagonist; inhibition, % at 3 µM; 360,000 tested, 1.5% active;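 active means inhibition above a per-plate cutoff, the mean inhibition of test compounds on that plate plus 3 SD, cut at about 49% in these data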;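 further: 0% = DMSO plus EC80 beta-PEA response and 100% = DMSO alone without agonist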
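Assay system: CHO-derived RD-HGA16 cells stably expressing human TAAR1 plus Gα16. Timing: 140 s kinetic read after compound, 140 s after agonist. Technique: kinetic Fluo-8 calcium fluorescence measurement. Measure: % inhibition of agonist calcium response.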
CHRM5 PAM: potentiates acetylcholine response at human M5 receptor; P08912; CHO-K1 hM5, Fluo-8 calcium, ACh EC20 PAM; 0% = ACh EC20, 100% = ACh EC100; activation, % at 3 µM; 360,000 tested, 0.3% active;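 active means activation above the run cutoff, the mean activation of all test compounds plus 3 SD, cut at about 18% in these data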
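Assay system: CHO-K1 hM5 cells. Also added: acetylcholine at EC20 concentration, added after compound. Dosing: 3 µM, single dose. Times: compound preincubation 140 s before EC20 acetylcholine addition. Signal: Fluo-8 calcium fluorescence. Measure: % activation relative to EC20 and EC100 ACh responses. Repeats: singlicate, one well per test compound.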
M5 antag: antagonists of human muscarinic M5 receptor (CHRM5); CHO-hM5 cells, Fluo-8 calcium fluorescence, ACh EC80; inhibition, % at 3 µM; 360,000 tested, 0.59% active;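 active means inhibition above a per-plate cutoff, the mean of that plate's test compounds plus 3 SD, cut at about 27% in these data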;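 further: 0% = acetylcholine EC80 with DMSO and 100% = DMSO without agonist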
CRFR2-BP ag: agonists of human CRF-binding protein/CRF-R2 receptor complex; HEK293 CRF-R2/CRF-BP, calcium dye fluorescence (FLIPR); percent of saturating CRF peptide response; 350,000 tested, 0.46% active; activation, % at 13.2 µM; AID 588473;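 active means activation of at least 50%, plus an integration ratio under a set limit after plate pattern correction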;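 further: plate controls were neutral control wells without compound for no effect and CRF at EC100 for full effect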
CRFR2-BP antag: blocks CRF-induced signaling of the CRF-BP/CRF-R2 complex; 350,000 tested, 0.59% active; inhibition, % at 11.8 µM; HEK293 CRF-R2/CRF-BP, CRF-induced calcium fluorescence;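 active means inhibition of the ligand-induced calcium signal above about 50% at the single tested concentration, limit read from the data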
TAAR1 agonist: agonists of human TAAR1 | AID 624467 | 360,000 tested, 0.99% active | CHO RD-HGA16 TAAR1, Fluo-8 calcium fluorescence; vehicle wells 0%, saturating PEA agonist 100% | activation, % at 3 µM;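 active means activation above the mean activation of all test compounds in the run plus 3 SD, cut at about 38% in these data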
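Test system: RD-HGA16 (CHO) cells co-expressing Gα16 and hTAAR1 / Benchmarks: DMSO vehicle as 0%, PEA at EC100 as 100% / Repeats: no replicates (n 1) / Measure: % activation from peak over basal fluorescence ratio, DMSO-to-PEA scaled / Timing: 17-24 h plating, Fluo-8 75 min 37 °C, 30 min RT / Technique: kinetic Fluo-8 calcium fluorescence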
Starred values were filed as active, the others as inactive; · = no result given.

Sample of the layout, 8 compounds:
#	Structure	CHRM5 agonist	M4 PAM	M1 PAM parental	TAAR1 antag	CHRM5 PAM
1	CCN(CC)c1ccc(C(=O)OCC(=O)Nc2cc(C)on2)cc1	6	-3	-8	-17	-6
2	CCOC(=O)N1CCN(c2c(N3CCN(c4cccc(C)c4C)CC3)c(=O)c2=O)CC1	0	7	14	-1	-3
3	Cc1ccc(C(=O)NC2c3ccccc3-c3ccccc32)cc1	-2	2	10	2	8
4	Cc1cccc(C(=O)Oc2ccc(/C=N/O)cc2)c1	-1	5	8	-32	-5
5	CCC(C)C(NC(N)=O)C(=O)Nc1ccc(S(=O)(=O)Nc2ccc(OC)cc2)cc1 (stereo not drawn)	3	5	14	-16	-3
6	O=C(CSc1nnc(-c2ccc3c(c2)OCCO3)o1)N1CCCC1	-5	5	16	-12	-3
7	CCN(CC)C(=O)C1=C(C)N(Cc2ccc(C(C)(C)C)cc2)C(=O)C(CC(=O)NC2CCCCC2)C1 (stereo not drawn)	-1	-1	-10	-17	-5
8	COc1ccc(/C=C/C(=O)Nc2sc(Cc3ccccc3)c(C)c2C(N)=O)cc1	-1	16	7	-7	3

#	M5 antag	CRFR2-BP ag	CRFR2-BP antag	TAAR1 agonist
1	-2	-0.3	-13	2
2	-2	-1.0	-17	0
3	-4	2.8	11	3
4	-5	-1.1	3	-1
5	2	-2.4	-19	2
6	-4	-2.0	27	13
7	-2	-1.1	7	-2
8	3	9.0	-7	6

The whole of this part, previewed entries included:
#	Structure	CHRM5 agonist	M4 PAM	M1 PAM parental	TAAR1 antag	CHRM5 PAM
1	CCN(CC)c1ccc(C(=O)OCC(=O)Nc2cc(C)on2)cc1	6	-3	-8	-17	-6
2	CCOC(=O)N1CCN(c2c(N3CCN(c4cccc(C)c4C)CC3)c(=O)c2=O)CC1	0	7	14	-1	-3
3	Cc1ccc(C(=O)NC2c3ccccc3-c3ccccc32)cc1	-2	2	10	2	8
4	Cc1cccc(C(=O)Oc2ccc(/C=N/O)cc2)c1	-1	5	8	-32	-5
5	CCC(C)C(NC(N)=O)C(=O)Nc1ccc(S(=O)(=O)Nc2ccc(OC)cc2)cc1 (stereo not drawn)	3	5	14	-16	-3
6	O=C(CSc1nnc(-c2ccc3c(c2)OCCO3)o1)N1CCCC1	-5	5	16	-12	-3
7	CCN(CC)C(=O)C1=C(C)N(Cc2ccc(C(C)(C)C)cc2)C(=O)C(CC(=O)NC2CCCCC2)C1 (stereo not drawn)	-1	-1	-10	-17	-5
8	COc1ccc(/C=C/C(=O)Nc2sc(Cc3ccccc3)c(C)c2C(N)=O)cc1	-1	16	7	-7	3
9	O=C1CC(c2ccc(F)c(Br)c2)C2=C(CCCC2=O)N1 (stereo not drawn)	-2	-4	13	19	-4
10	CN(C)CCCN(C(=O)c1cc(Cl)sc1Cl)c1nc2cc3c(cc2s1)OCO3	-9	-16	-2	-8	-18

#	M5 antag	CRFR2-BP ag	CRFR2-BP antag	TAAR1 agonist
1	-2	-0.3	-13	2
2	-2	-1.0	-17	0
3	-4	2.8	11	3
4	-5	-1.1	3	-1
5	2	-2.4	-19	2
6	-4	-2.0	27	13
7	-2	-1.1	7	-2
8	3	9.0	-7	6
9	3	-2.0	11	4
10	42*	3.8	-25	36

(next part)
#	Structure	CHRM5 agonist	M4 PAM	M1 PAM parental	TAAR1 antag	CHRM5 PAM
11	CC(C)CC(=O)NC(=S)Nc1cccc(NC(=O)c2ccccc2Cl)c1	2	0	16	7	-4
12	Cc1nn(CCOc2ccc(Br)cc2)c(C)c1[N+](=O)[O-]	-11	-13	9	6	-7
13	CCN(CC)Cc1c(C(=O)N/N=C/c2cccc(OCc3ccc(F)cc3)c2)nnn1-c1nonc1N	-3	-2	-5	-24	-1
14	CCOc1ccc(N/C(C)=C/C(=O)c2ccc3c(c2)OCCO3)cc1	1	7	-9	-10	9
15	O=C(CN1C(=O)NC2(CCCCC2)C1=O)NCCc1ccc(Cl)cc1Cl	-3	1	13	-41	7
16	CCc1ccc(/C=C2\Oc3c(ccc(O)c3CN3CCN(CCO)CC3)C2=O)cc1	-2	7	-13	5	-8
17	Cc1cccc(CN2CCN(Cc3cccc4nonc34)CC2CCO)n1 (stereo not drawn)	-6	-2	19	-2	-3
18	CCC(C)(C)n1nnnc1C(c1cc(OC)c(OC)c(OC)c1)N1CCN(c2ccccc2)CC1 (stereo not drawn)	0	-1	6	0	-6
19	C=CCC[C@@H](Cc1ccc(F)cc1)C(=O)OC[C@@H](Cc1c[nH]c2ccccc12)NC(=O)[C@@H](CC=C)CC(=O)N[C@@H](CO)Cc1ccccc1	1	6	22	-28	6
20	COc1cccc(C2CC(c3ccc(C)cc3)Nc3nc(N)nn32)c1 (stereo not drawn)	4	-2	14	7	-2

#	M5 antag	CRFR2-BP ag	CRFR2-BP antag	TAAR1 agonist
11	1	-1.2	-14	9
12	14	-0.8	22	0
13	12	2.3	-6	3
14	4	-0.7	4	-1
15	9	1.9	-50	4
16	12	13	-11	-1
17	-7	-0.8	-27	9
18	-7	-1.2	16	10
19	-11	-1.2	5	0
20	0	6.3	-29	3

Remaining list, next part:
#	Structure	CHRM5 agonist	M4 PAM	M1 PAM parental	TAAR1 antag	CHRM5 PAM
21	C=CCN(c1ccc(Br)cc1C(=O)OC)S(C)(=O)=O	-4	14	20	-18	5
22	Cn1c(COc2ccccc2)nnc1SCC(=O)c1cccc([N+](=O)[O-])c1	-6	1	-8	0	-2
23	O=C(CCc1ccccc1)NC(NC(=S)Nc1cccc(Cl)c1)C(Cl)(Cl)Cl (stereo not drawn)	6	-8	15	5	-14
24	c1ccc(SCCOCCn2cncn2)cc1	-2	3	12	9	0
25	Cn1c(=O)c2c(nc(Sc3ncccn3)n2Cc2ccccc2Cl)n(C)c1=O	-9	-6	16	-12	-5
26	C[C@]12CC[C@H](O)CC1=CCC1C2CC[C@@]2(C)C1CC[C@@H]2NCc1ccccc1 (stereo partly drawn)	-1	-10	2	1	-13
27	COC(=O)c1ccc(CC(=O)c2nc3ccccc3s2)cc1	-4	14	6	-15	1
28	COc1ccc(-n2ncc3c(NCc4cccs4)ncnc32)cc1	6	-4	-7	-12	-13
29	CC1CCN(S(=O)(=O)c2ccc(NC(=O)Cc3ccccc3)cc2)CC1	4	0	2	-9	-10
30	Cc1ccc(C(=O)NCC(=O)OCC(=O)NCCNC(=O)COC(=O)CNC(=O)c2ccc(C)cc2)cc1	-1	-3	19	7	-9

#	M5 antag	CRFR2-BP ag	CRFR2-BP antag	TAAR1 agonist
21	2	-2.3	2	3
22	3	1.5	59*	7
23	34*	0.3	17	13
24	-2	1.1	-2	-1
25	5	-0.1	3	10
26	6	3.7	-35	11
27	0	2.3	18	3
28	11	1.5	-16	0
29	9	0.8	-41	7
30	13	-0.9	-16	0

Further records follow:
#	Structure	CHRM5 agonist	M4 PAM	M1 PAM parental	TAAR1 antag	CHRM5 PAM
31	COc1ccc(NC(=O)CN2CCC(NC(=O)c3ccc(OC)cc3)CC2)cc1	1	1	7	-22	16
32	CC(C)(C)NCc1ccccc1OCc1cccs1	-7	-15	2	-8	-13
33	COc1ccc(Nc2ncc3c(n2)CC(c2ccc(C)cc2)CC3=O)cc1 (stereo not drawn)	-3	14	12	-11	7
34	CCC(=O)NC(c1ccccc1Cl)c1c(O)ccc2ccccc12 (stereo not drawn)	-6	6	22	-10	-3
35	CCN1CCN(CCCNC(=O)CN2C(=O)c3cccnc3Oc3ccc(Cl)cc32)CC1	-5	-6	11	-10	-2
36	CC(C)(C)OC(=O)N1CCC(c2c(C(=O)NCC3CCN(C4CCCC4)C3)cnn2-c2ccccc2)CC1 (stereo not drawn)	-3	1	-1	7	0
37	CCn1nc([N+](=O)[O-])c(C(C#N)c2nc3cc(C(F)(F)F)ccc3s2)c(Cl)c1=O (stereo not drawn)	0	4	14	1	-2
38	C=CCN1C(=O)C2(/C(=C(\O)c3ccc4c(c3)OCCO4)C(=O)C(=O)N2CCCOC)c2ccccc21 (stereo not drawn)	6	7	17	·	0
39	COc1ccccc1NC(=O)/C(=C/c1cccs1)NC(=O)c1ccco1	3	-8	7	6	0
40	CC(=O)c1cccc(NC(=O)Nc2cccs2)c1	7	-1	-3	28	-6

#	M5 antag	CRFR2-BP ag	CRFR2-BP antag	TAAR1 agonist
31	-1	0.5	1	0
32	-3	8.5	6	1
33	-6	-1.4	-1	6
34	8	0.5	14	2
35	11	3.6	-9	0
36	2	-1.0	-10	3
37	5	28	68*	3
38	-1	0.3	-3	·
39	9	-1.8	-6	1
40	5	1.6	1	42*

Continued:
#	Structure	CHRM5 agonist	M4 PAM	M1 PAM parental	TAAR1 antag	CHRM5 PAM
41	CCCOc1ccc(C2C(C(=O)c3cc4ccccc4o3)=C(O)C(=O)N2c2cc(C)on2)cc1OC (stereo not drawn)	-3	0	18	-3	-2
42	CCOc1ccc(/C=N/N2CCN(Cc3ccccc3)CC2)cc1	-10	3	16	-26	-3
43	C=CCNC(=O)CN1CCC(c2nc3ccccc3[nH]2)CC1	-3	-3	-14	-26	5
44	Cc1cccc(NC(=O)CNC(=O)c2ccc3nc[nH]c3c2)c1C	1	6	-8	-14	1
45	CCc1c(C2(O)CCCCC2)[nH]c2ccc(C(F)(F)F)cc12	-7	-13	0	4	1
46	CCN(Cc1ccccc1)S(=O)(=O)c1cc(C(=O)NC2CCCCCC2)ccc1OC	-5	-4	2	-18	0
47	Cc1c(NC2(C#N)CCCCC2)c(=O)n(-c2ccccc2)n1C	-2	11	12	11	6
48	COc1ccc2c(C(=O)CN3CCSCC3)c[nH]c2c1	2	-9	-22	-39	-4
49	O=C(CCN1CCN(c2ccccc2F)CC1)Nc1ccccc1Cl	-4	-1	-2	-19	-4
50	O=C(c1ccccc1)N1CCCCC1	-3	10	22	4	2

#	M5 antag	CRFR2-BP ag	CRFR2-BP antag	TAAR1 agonist
41	8	1.6	-2	0
42	10	-3.2	-4	-1
43	-1	0.0	6	2
44	2	-1.5	6	1
45	-4	4.6	-8	-1
46	4	4.5	11	-1
47	8	-2.4	14	-1
48	2	0.5	12	5
49	4	-0.7	-6	4
50	1	-1.2	-4	1

Next results follow.
#	Structure	CHRM5 agonist	M4 PAM	M1 PAM parental	TAAR1 antag	CHRM5 PAM
51	Brc1ccc(Nc2nc(-c3cccnc3)cs2)cc1	-5	-4	-10	14	-4
52	CC(C)c1ccc(CNc2ccc(N3CCOCC3)cc2)cc1	-3	-5	2	-3	4
53	O=C(CSc1ncn[nH]1)N1CCN(S(=O)(=O)c2ccccc2)CC1	1	-2	21	-6	4
54	COCCN(C(=O)c1ccc2c(c1)C(=O)N(c1ccccc1Cl)C2=O)c1c(N)n(CC(C)C)c(=O)[nH]c1=O	3	-7	9	4	12

#	M5 antag	CRFR2-BP ag	CRFR2-BP antag	TAAR1 agonist
51	8	-1.8	-23	-1
52	-1	3.8	-4	8
53	3	-1.2	-2	14
54	3	0.5	4	14
